aSyn 5UTR inh = 5' untranslated region of α-synuclein, MLPCN primary screen; AID 1813; 300,000 compounds, 0.82% hits; alpha-synuclein 5'UTR reporter, inhibitor activity; inhibition, % (tested at 7.5 µM); in the data active = inhibition above about 60%; inconclusive = no clear call, values can overlap the other calls;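 also: H4 neuroglioblastoma cells stably carrying SNCA 5'UTR luciferase fusion; 0% = DMSO wells and 100% = positive control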
HDAC3 inhib = human HDAC3 inhibition; inhibition, % at 8.3 µM; 320,000 compounds, 0.15% hits; AID 2718; O15379; recombinant HDAC3, fluorogenic peptide/trypsin coupled, fluorescence; in the data active = inhibition above about 26%, passing the limit was not always enough; inconclusive = no clear call, values can overlap the other calls
Target sequence (O15379 whole entry, looked up): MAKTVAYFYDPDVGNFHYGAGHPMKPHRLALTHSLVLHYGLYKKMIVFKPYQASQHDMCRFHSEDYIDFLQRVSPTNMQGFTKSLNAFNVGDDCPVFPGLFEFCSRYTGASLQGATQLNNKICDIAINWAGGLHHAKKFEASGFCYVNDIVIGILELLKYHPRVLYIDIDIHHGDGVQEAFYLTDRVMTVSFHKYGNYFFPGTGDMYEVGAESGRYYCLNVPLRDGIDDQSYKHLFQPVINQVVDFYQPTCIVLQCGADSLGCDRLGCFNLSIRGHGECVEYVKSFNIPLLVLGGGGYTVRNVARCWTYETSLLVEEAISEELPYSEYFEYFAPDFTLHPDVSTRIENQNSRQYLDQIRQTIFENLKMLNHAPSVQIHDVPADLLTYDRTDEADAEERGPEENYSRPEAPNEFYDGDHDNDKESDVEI
IEC-6 tox = counter-screen for KLF5 inhibitors: cytotoxicity in IEC-6 cells. IEC-6 cytotoxicity, luminescence viability. 290,000 compounds, 0.78% hits. inhibition, % at 5 µM; in the data active = inhibition above about 22%;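 also: 0% = plate median of test compound wells and 100% = cytotoxic reference compound wells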
KLF5 inhibitor = kruppel-like factor 5 inhibition | 290,000 compounds, 0.23% hits | AID 1700 | inhibition, % at 5 µM | DLD-1 KLF5 promoter-luciferase reporter, luminescence;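 active = inhibition above a per-plate limit of that plate's mean compound inhibition plus 3 SD, cut at about 60% in these data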;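 also: 0% = DMSO wells and 100% = LY294002 at 200 µM; higher means less KLF5 promoter-driven luciferase light; inactives centre near -14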
HSF-1 act = increases HSF-1 driven luciferase reporter signal | 300,000 compounds, 1.7% hits | NIH3T3-HGL HSF-1 luciferase reporter, MG132, 8 h; 100% = twice DMSO control signal | AID 504408 | activation, % at 9 µM;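 active = mean replicate activation of at least 50% with a set share of replicates each reaching 50%; inconclusive = only one of those two conditions met; inactive = mean below 50% and too few replicates reaching it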;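 also: 0% = median of the neutral control wells and 100% = twice that signal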
AI-2 QS mod = Vibrio harveyi AI-2 quorum sensing modulation | Vibrio harveyi JMH597 AI-2 luminescence/OD600 ratio, 9 h; stronger effect = lower value; strain lacks LuxN and CqsS sensors; 0 = neutral-control median | activity change, % at 7.5 µM | 300,000 compounds, 0.4% hits; in the data active = activity change below about -75%, passing the limit was not always enough; inconclusive = no clear call, values can overlap the other calls;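 also: luminescence divided by OD600 gain over 9 h not by final OD600 alone; inactives centre near 13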
Platelet DG rel = platelet dense granule release activity; human platelet-rich plasma, SFLLRN dense granule ATP release, luminescence; inhibition, %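 (compounds screened at 7.5 µM in platelet-rich plasma)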; 300,000 compounds, 0.22% hits;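 active = mean replicate score, as percent of positive control, at or above 50; inconclusive = mean below 50 but at least one replicate at or above 50; inactive = mean and every replicate below 50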
HIF activator = HIF pathway transcriptional activation. 300,000 compounds, 0.32% hits. U2OS HRE-luciferase reporter, luminescence; normalized: DMSO 0%, desferrioxamine 100%. activation, % at 7.5 µM (by protocol). AID 1910;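 active = mean activation of at least 10% of the iron chelator positive control signal, with at least half of replicates also reaching 10%; inconclusive = mean and replicate majority disagree about reaching 10%; inactive = mean and most replicates under 10%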
HSF1 inh = HSF1 inhibition; activity change, negative = inhibition, % at 7.5 µM (by protocol); 300,000 compounds, 0.77% hits; AID 2098; NIH3T3-HGL HSE-luciferase, MG132-induced, luminescence 8 h; stronger effect = lower value;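 active = more than half of replicate wells show activity change below -50%, luminescence cut by over half; inconclusive = some wells, but at most half, below -50%; inactive = no replicate well below -50%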;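 also: luciferase reports HSF-1 transcriptional activity via heat shock element; 0% = median of DMSO wells and -100% = zero luminescence signal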
HSP90 refold inh = inhibitors of HSP90 luciferase refolding in rabbit reticulocyte lysate | 290,000 compounds, 0.91% hits | inhibition, % at 5.6 µM | luciferase refolding luminescence, 3 h;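 active = inhibition above the screen-wide mean plus 3 SD, computed separately per campaign, cut at about 16% in these data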;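 also: 0% = DMSO wells and 100% = 60 µM geldanamycin wells; inhibitors lower the luminescence because luciferase stays unfolded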
Active calls of the source: *; ? = inconclusive; nt = no result given. The order is random; about 5% have a hit in one of these screens.

#	canonical_smiles	aSyn 5UTR inh	HDAC3 inhib	IEC-6 tox	KLF5 inhibitor	HSF-1 act	AI-2 QS mod	Platelet DG rel	HIF activator	HSF1 inh	HSP90 refold inh
1	COc1ccc(N2CCN(C(=O)COC(=O)CCOc3cc(C)ccc3C)CC2)cc1	10.3	7.8	nt	nt	1.1	-0.2	21.4	1.0	10.2	nt
2	CN(CC(=O)OCC(=O)Nc1ccccc1)S(=O)(=O)c1ccc(Cl)cc1	9.7	4.3	1.3	-23.5	-3.8	28.9	-2.1	-2.7	-2.6	0.2
3	O=C(NC1CCCCC1)C(c1ccc(O)cc1)N(C(=O)c1cnccn1)c1cccc(F)c1 (stereo not drawn)	-3.6	-9.6	-2.0	-22.0	10.7	29.3	-0.5	-0.1	2.3	2.0
4	NNC(=O)c1cc2c(ccc3ccccc32)o1	7.6	-5.0	-7.0	-2.2	-15.6	10.6	2.2	0.0	-8.3	-1.3
5	CCCS(=O)(=O)c1c(S(=O)(=O)CCC)c2c3ccccc3ccn2c1C(N)=O	17.4	-17.8	4.7	-1.7	24.9	26.9	-2.1	0.0	6.0	-1.6
6	Cc1ccc(S(=O)(=O)N2CCN(C(=O)c3ccccc3)CC2)cc1	-2.5	-2.7	0.6	-17.5	-2.9	20.7	5.7	0.3	-8.0	2.9
7	Cc1sc2nc(CN(C(=O)c3cccs3)C3CCCC3)[nH]c(=O)c2c1C	12.3	-3.1	1.0	4.6	13.7	23.4	-5.8	-2.3	8.6	3.6
8	COc1ccc(OC)c(NCc2nnc(-c3ccccc3)o2)c1	-11.1	-4.0	5.1	-26.6	-5.8	19.0	-1.7	-8.0	3.7	-2.0
9	O=C1CCN(CCc2ccccc2)CCN1[C@H](CO)Cc1ccccc1	-9.6	4.8	-6.8	2.0	1.3	16.2	4.5	1.2	2.0	-3.9
10	Cc1ccc(CNC(=O)c2ccc(CS(=O)(=O)c3ccccc3)o2)cc1	-7.5	6.4	-1.1	-8.4	6.5	4.8	0.0	0.7	2.1	-5.0
11	CCCOC(=O)c1ccc(NC(=O)c2cn(CC)c3nc(C)ccc3c2=O)cc1	2.9	nt	2.5	-17.7	nt	26.8	-1.1	-0.3	nt	-0.1
12	O=S(=O)(c1ccc(N2CCOCC2)nc1)N(Cc1ccccn1)Cc1ccccn1	2.0	-8.4	9.1	-9.2	9.1	1.8	12.3	0.6	-5.7	8.3
13	CCc1ccc2c(c1)cc(CN(C(=S)Nc1ccccc1)C1CC1)c1nnnn12	20.5	-0.2	4.2	-5.6	-6.6	39.0	-0.6	0.5	2.8	-0.3
14	O=C1Nc2ccccc2N=C(c2ccccc2)c2ccccc21	-52.0	2.1	-1.3	-4.3	nt	12.1	10.7	1.2	3.7	-1.4
15	O=C(O)Cc1ccc(Nc2cnn(C34CC5CC(CC(CC(=O)O)(C5)C3)C4)c(=O)c2Cl)cc1	7.7	2.2	-1.0	5.4	5.0	30.3	0.9	0.1	1.6	3.9

Quoted at random: 2 entries already listed, in no set order.
#	canonical_smiles	aSyn 5UTR inh	HDAC3 inhib	IEC-6 tox	KLF5 inhibitor	HSF-1 act	AI-2 QS mod	Platelet DG rel	HIF activator	HSF1 inh	HSP90 refold inh
11	CCCOC(=O)c1ccc(NC(=O)c2cn(CC)c3nc(C)ccc3c2=O)cc1	2.9	nt	2.5	-17.7	nt	26.8	-1.1	-0.3	nt	-0.1
6	Cc1ccc(S(=O)(=O)N2CCN(C(=O)c3ccccc3)CC2)cc1	-2.5	-2.7	0.6	-17.5	-2.9	20.7	5.7	0.3	-8.0	2.9

(further entries)
#	canonical_smiles	aSyn 5UTR inh	HDAC3 inhib	IEC-6 tox	KLF5 inhibitor	HSF-1 act	AI-2 QS mod	Platelet DG rel	HIF activator	HSF1 inh	HSP90 refold inh
16	O=C(c1cccc(F)c1F)N1CCCc2ccccc21	-2.9	-1.3	1.5	-2.6	1.9	13.9	-6.6	-18.2	-11.9	-7.2
17	CC1(C)CC(=O)C2=C(C1)C(c1cn(-c3ccccc3)nc1-c1ccccc1)C(C#N)=C(N)O2 (stereo not drawn)	-48.2	-1.4	0.5	-11.6	33.1	0.1	-13.3	0.4	2.7	0.8
18	CN(Cc1nccs1)C(=O)C1CCC(=O)N(CCc2cccc(F)c2)C1 (stereo not drawn)	-2.6	-2.9	5.3	-13.5	-6.8	18.5	0.5	-0.1	-3.0	0.3
19	COc1ccc(OC)c(C(c2nnnn2C2CCCC2)N2CCc3ccccc3C2)c1 (stereo not drawn)	20.4	2.5	5.2	-1.2	34.8	22.6	-7.3	-1.2	14.6	1.1
20	COc1ccc(C(=O)N/N=C(\C)CC(=O)Nc2ccc3ccccc3c2)c(OC)c1	3.6	6.8	2.3	-45.7	11.2	35.6	-3.1	-0.1	5.9	2.9
21	CC(Cc1nnc(N)s1)c1ccccc1 (stereo not drawn)	3.4	0.2	3.2	6.5	-8.8	0.7	-4.3	0.4	1.2	3.1
22	O=C(CNC(=O)c1cccc(F)c1)N/N=C/c1cc(Br)ccc1OC(=O)/C=C/c1ccco1	57.5	nt	8.7	-3.4	42.1	34.6	11.7	2.9	12.1	-1.8
23	OCCCNc1nc(-c2ccccc2)nc2c1oc1ccccc12	21.9	4.1	9.3	-9.0	9.7	11.5	2.1	0.4	-2.3	2.9
24	CS(=O)(=O)N(Cc1ccc(Cl)cc1)c1ccc(C(=O)N2CCN(c3ccccc3)CC2)cc1	7.5	6.8	-4.1	-22.0	19.3	8.9	0.4	-0.1	-2.2	-1.0
25	O=C1C(=O)N(CCCN2CCOCC2)C(c2ccc(Cl)cc2)/C1=C(\O)c1ccc2c(c1)OCCO2 (stereo not drawn)	16.1	?	-2.1	-19.1	9.1	7.7	1.1	-0.2	4.7	4.5
26	CCN(CC)CCN(Cc1cc2ccc(C)cc2[nH]c1=O)C(=O)NC1CCCCC1	-33.8	6.5	9.0	-1.5	37.4	9.9	11.3	0.2	3.6	2.0
27	CC(C)c1ccc(CNC(=O)C(=O)NCC2CCCO2)cc1 (stereo not drawn)	-4.1	10.3	3.0	-35.0	1.4	-44.2	-1.4	0.4	4.7	-1.1
28	C=CCn1c(COc2cccc3ccc(C)nc23)nnc1SCC(N)=O	7.6	-5.8	3.7	-5.0	16.7	17.4	-4.6	-37.5	0.0	1.4
29	COc1ccc(C)cc1NC(=O)CSc1nnc(COc2ccccc2)n1Cc1ccco1	35.3	6.1	0.4	-17.4	-1.0	2.3	-1.0	-0.5	2.5	2.7
30	Cc1nnc(SC(=O)N2c3ccccc3Sc3ccccc32)s1	-66.2	8.3	8.3	9.7	22.0	45.7	-2.5	0.0	10.8	8.2

Going on with the list.
#	canonical_smiles	aSyn 5UTR inh	HDAC3 inhib	IEC-6 tox	KLF5 inhibitor	HSF-1 act	AI-2 QS mod	Platelet DG rel	HIF activator	HSF1 inh	HSP90 refold inh
31	CCn1c(CN2CCN(C(c3ccccc3)c3ccccc3)CC2)nc2c1c(=O)n(C)c(=O)n2C	10.0	5.1	-6.4	-38.8	9.3	6.3	-9.7	-27.1	4.8	2.8
32	O=C1c2ccsc2SCCN1Cc1ccc(Cl)cc1	-1.8	8.5	6.8	22.8	7.6	16.3	-5.8	-0.2	0.5	3.7
33	O=C(O)CCCC(=O)Nc1ccc(Oc2cccc(C(F)(F)F)c2)nc1	9.5	0.5	-2.9	-23.1	-6.0	30.9	-4.6	-0.1	-11.8	7.6
34	CC(C)(O)[C@H]1Cc2cc3ccc(=O)oc3cc2O1	-56.5	-128.5	-1.5	-59.5	39.2	32.6	-21.2	-15.6	6.0	4.1
35	O=C(CSc1nc2[nH]c(=O)cc(O)c2s1)Nc1cc(Cl)cc(Cl)c1	-6.6	2.4	3.9	-18.6	11.6	10.0	-3.5	0.2	-3.2	-1.4
36	CN(C)S(=O)(=O)c1cccc(NC(=O)COC(=O)C2(c3ccccc3F)CCCC2)c1	7.8	7.0	8.8	-49.6	9.7	-4.7	17.6	-0.2	-0.1	3.9
37	O=C(NC1CC2CCCC(C1)N2C(=S)Nc1ccccc1)C1CC1 (stereo not drawn)	-6.5	-3.2	3.0	-1.8	-51.6	3.1	7.4	0.0	-37.3	2.2
38	Cc1cc(C)cc(C(=O)OCC(=O)NCCNC(=O)COC(=O)c2cc(C)cc(C)c2)c1	-13.0	-1.1	6.4	0.0	-12.0	12.1	-4.3	-0.7	-1.6	-1.1
39	CCCCN(C(=O)c1ccc(C)c(S(=O)(=O)N2CCOCC2)c1)c1c(N)n(CC(C)C)c(=O)[nH]c1=O	1.4	1.5	nt	nt	-15.1	10.2	-6.8	0.2	-5.8	nt
40	CCOC(=O)Cn1c(=O)oc2cc(S(=O)(=O)N(C)c3cccc(C)c3)ccc21	-8.9	0.0	-4.0	-13.2	11.0	2.8	-2.5	-0.1	1.1	-6.1
41	O=C(Oc1ccc(N(Cc2cccs2)C2=NS(=O)(=O)c3ccccc32)cc1)c1ccccc1Cl	4.7	-8.2	-2.1	-32.0	19.8	12.9	-2.1	-0.3	2.8	-0.4
42	Cn1c(=O)c2c(ncn2CC(O)CNc2ccc(F)cc2)n(C)c1=O (stereo not drawn)	-3.1	1.4	-0.5	-11.2	6.2	22.1	4.9	0.0	-3.6	2.2
43	O=C(c1ccc(=O)oc1)N1CCOCC1	-23.5	2.6	-1.7	-14.0	-19.6	5.0	5.0	-0.3	-9.1	-2.6
44	Cc1c(Br)c([N+](=O)[O-])nn1CC(=O)Nc1ccccn1	7.7	1.3	-2.0	-8.9	-3.1	-0.6	0.9	-0.3	-1.1	-2.2
45	CCOC(=O)CN(C(=O)COc1nc(C)cc(C)c1C#N)c1cccc(Cl)c1	-24.6	5.3	-3.9	-8.4	6.5	2.3	-12.1	24.6*	-1.3	-3.2
46	CCOC(=O)C1=NNC2(c3ccc(C)cc3)C(=O)N(c3ccccc3)C(=O)C12 (stereo not drawn)	-8.3	-6.4	0.8	-30.6	11.5	9.6	1.2	-0.1	4.0	3.9
47	COc1ccc(C)cc1S(=O)(=O)N(C)CC(=O)NCc1ccncc1	9.0	-1.7	-0.1	-8.2	10.6	11.0	-6.0	-5.0	-5.4	-0.1
48	CCN1CCN(C(=O)Cn2cnc3sc(C)c(S(=O)(=O)N4CCN(c5ncccn5)CC4)c3c2=O)CC1	-13.8	-6.0	0.2	-34.9	-32.1	6.9	-2.3	0.0	-28.2	1.1
